Mdm2-MdmX inh: human Mdm2/MdmX binding inhibition | O15151+Q00987 | SaOS-2 split-luciferase Mdm2/MdmX complementation, luminescence | inhibition, % at 8 µM | 330,000 tested, 3% active;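 active = inhibition of at least 50% at 8 µM in the primary screen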
XBP1 UPR activ: adaptive UPR (XBP1) activation. CHO-XBP1 luciferase reporter, IRE1-XBP1 UPR activation, luminescence; percent of tunicamycin response, DMSO as zero. activation, % at 20 µM. 330,000 tested, 0.33% active. AID 463104;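 active = versus positive control, 20 µM dose yields 30% or more activation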;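 note: 100% = tunicamycin at 10 µg/mL and 0% = DMSO only wells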
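Test system: CHO-XBP1 luciferase reporter cells | Buffer or medium: Serum-containing F12 medium, 10% FBS | Schedule: 6 h compound exposure at 37 °C, 5% CO2 | Detection: Steady-Glo luciferase glow luminescence, 10 min after reagent addition | Read-out basis: Activation, % of tunicamycin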
APJ ag: activates the human apelin receptor APJ | AID 2520 | 330,000 tested, 0.11% active | CHO-K1 APJ PathHunter beta-arrestin, luminescence; 0% DMSO wells, 100% apelin | activation, % at 20 µM;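 active = activation more than six SD over the plate average, tested at 20 µM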;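 note: 0% = DMSO alone and 100% = apelin-13 at 10 nM; some results filed as inactive read as strong as hits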
Target sequence (P35414 whole entry, looked up): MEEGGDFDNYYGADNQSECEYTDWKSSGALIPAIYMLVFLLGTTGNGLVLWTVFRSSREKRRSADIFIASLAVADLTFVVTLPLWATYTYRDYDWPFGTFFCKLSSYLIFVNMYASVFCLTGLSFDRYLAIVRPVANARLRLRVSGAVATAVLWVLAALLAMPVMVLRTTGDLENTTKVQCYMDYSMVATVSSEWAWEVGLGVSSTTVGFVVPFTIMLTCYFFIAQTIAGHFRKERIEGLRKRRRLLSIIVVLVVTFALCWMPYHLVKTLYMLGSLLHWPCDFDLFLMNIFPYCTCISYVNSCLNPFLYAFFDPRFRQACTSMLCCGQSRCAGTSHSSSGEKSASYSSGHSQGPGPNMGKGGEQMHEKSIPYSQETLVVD
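Assay system: CHO-K1 APJ beta-arrestin complementation cell line / Compound: single test compound dose, 20 µM final, 1% DMSO / Times: overnight seeding, 90 min compound at 25 °C, 1 h detection / Technique: beta-gal luminescence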
tim10-1 inh: inhibits growth of tim10-1 mutant yeast; 330,000 tested, 2.2% active; S. cerevisiae tim10-1 ts strain growth, BacTiter-Glo, 24 h; AID 463190; inhibition, % at 20 µM;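 active = inhibition of at least 40%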;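 note: mutant grown at 25 °C; 0% = DMSO wells with yeast and 100% = wells holding no yeast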
TIM10 inh: TIM10 yeast growth inhibition | AID 463195 | S. cerevisiae TIM10 strain growth, BacTiter-Glo luminescence, 24 h | inhibition, % at 10 µM | 330,000 tested, 1.4% active;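 active = inhibition of 40% or more at the single tested concentration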;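 note: wild-type TIM10 isogenic control strain grown at permissive 25 °C; 0% = DMSO yeast wells and 100% = minimal medium wells without yeast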
GRIN3A LBD mod: modulates the human NR3A ligand-binding domain; NR3A LBD differential scanning fluorimetry, Tm shift; 0% = protein alone, 100% = glycine-bound protein; Tm shift relative to glycine control, % at 25 µM; 340,000 tested, 2.5% active; AID 1259313;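 active = melting temperature shift of at least 10% of the positive control shift, at one fixed dose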
tim23-1 inh: tim23-1 yeast growth inhibition; S. cerevisiae tim23-1 growth, BacTiter-Glo luminescence, 24 h; inhibition, % at 20 µM; 330,000 tested, 1.3% active; AID 463212;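 active = growth inhibition of the mutant yeast at or above 50%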;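 note: temperature-sensitive mutant grown at 25 °C; plate controls were DMSO-treated mutant yeast for no effect and medium wells lacking yeast for full effect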
NLRP3 yeast inh: blocks the NALP3 inflammasome reconstituted in yeast; inhibition, % at 10 µM; AID 2825; 330,000 tested, 0.39% active; Yeast reconstituted NLRP3/ASC/caspase-1, beta-gal luminescence, 24 h;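 active = inhibition of 50% or more; inactive = inhibition below 50%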;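 note: plate controls were induced DMSO wells for no effect and uninduced yeast grown without galactose for full effect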
UPR CHOP act: activators of apoptotic arm of unfolded protein response (CHOP); CHO-CHOP luciferase reporter, UPR activation, luminescence; percent of tunicamycin response over DMSO baseline; activation, % at 10 µM; AID 449763; 330,000 tested, 0.34% active;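 active = at 10 µM dose, activation of 40% or more, normalized to positive control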;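 note: 100% = tunicamycin at 10 µg/mL and 0% = DMSO alone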
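Assay system: CHO-CHOP cells, stable luciferase reporter of PERK-eIF2a-CHOP signalling / Buffer or medium: F12 plus 10% serum / Compound dosing: one dose, 10 µM in 0.5% DMSO / Times: 6 h compound treatment, 37 °C / Technique: luciferase luminescence / Read-out: % reporter activation, DMSO baseline versus tunicamycin full activation / Benchmarks: tunicamycin and DMSO controls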
An asterisk follows results filed as active; nt = not tested or not shown.

Results follow in this order: NLRP3 yeast inh | GRIN3A LBD mod | UPR CHOP act | Mdm2-MdmX inh | tim23-1 inh | TIM10 inh | APJ ag | tim10-1 inh | XBP1 UPR activ
- Nc1ccc(Sc2nnnn2-c2ccccc2)c(Cl)c1
    29 | 0 | 1.4 | 0 | 15 | 8 | 1 | 35 | -3
- COc1ccc(C)cc1S(=O)(=O)N1CCN(c2ccccc2)CC1
    27 | -4 | 1.1 | -6 | 26 | -12 | -2 | -10 | -2
- COc1nc(Nc2cccc(F)c2)nc(OC)n1
    22 | -1 | 0.9 | -7 | 24 | 3 | 1 | 17 | 5
- CC(C)NC(=O)c1c(CSc2ccccc2)noc1C(=O)NCc1ccccc1
    11 | -8 | -0.7 | 1 | 26 | 11 | 2 | 18 | 1
- COc1cc2c(cc1N/C=C(\C#N)c1nc(-c3ccc(F)cc3)cs1)oc1ccccc12
    -2 | -2 | 1.5 | 3 | 5 | 5 | -4 | 5 | -1
- Cc1cc(C(=O)N2CC(C)CC(C)C2)c(C)o1 (stereo not given)
    14 | 1 | 0.5 | 15 | 13 | 3 | -3 | 8 | 1
- Cc1ccc(C)c(OCC(O)CN2CCN(CCN3C(=O)c4cccc5cccc(c45)C3=O)CC2)c1 (stereo not given)
    4 | -5 | 0.7 | 18 | 11 | 18 | -2 | 23 | -2
- COc1ccccc1-c1cc(C(=O)Nc2c(F)cc(F)cc2Br)no1
    10 | 2 | 0.6 | 9 | -6 | 3 | -3 | 17 | 1
- COc1ccccc1C(=O)NCCC(=O)Nc1ncccc1O
    5 | -18 | 0.2 | 29 | 1 | -1 | -3 | -29 | -2
- CN(CC(=O)Nc1cccc(S(=O)(=O)N2CCOCC2)c1)CC(=O)Nc1ccc(Cl)c(C(F)(F)F)c1
    9 | 6 | 6.9 | 37 | -3 | 0 | 7 | -8 | -4

The final 2 records of the part before are carried over, then new ones follow:
Results follow in this order: NLRP3 yeast inh | GRIN3A LBD mod | UPR CHOP act | Mdm2-MdmX inh | tim23-1 inh | TIM10 inh | APJ ag | tim10-1 inh | XBP1 UPR activ
- COc1ccccc1C(=O)NCCC(=O)Nc1ncccc1O
    5 | -18 | 0.2 | 29 | 1 | -1 | -3 | -29 | -2
- CN(CC(=O)Nc1cccc(S(=O)(=O)N2CCOCC2)c1)CC(=O)Nc1ccc(Cl)c(C(F)(F)F)c1
    9 | 6 | 6.9 | 37 | -3 | 0 | 7 | -8 | -4
- O=C(CNC(=O)c1cccc(F)c1)N/N=C/C=C/c1ccccc1
    6 | -2 | 1.7 | -9 | 1 | -10 | -2 | -17 | 1
- CCOC(=O)C(=O)Nc1sc(C(=O)N(CC)CC)c(C)c1C#N
    13 | 1 | 0.7 | -12 | 27 | -1 | -4 | 6 | -1
- O=C(Nc1ccc(Cl)cc1F)C1CC1
    10 | 1 | -1.5 | 19 | 8 | 6 | -3 | 2 | -3
- CC(C)C(=O)Nc1ccc2oc(-c3cc(F)c(F)cc3Cl)nc2c1
    32 | 1 | 5.2 | 2 | 22 | 24 | -1 | 17 | 9
- CCSc1nnc(NC(=O)COc2ccccc2[N+](=O)[O-])s1
    12 | -2 | 2.3 | -68 | 16 | 8 | -1 | 9 | 2
- Cn1c(=O)[nH]c(=O)c2c1nc(NN)n2CCOc1ccccc1
    17 | -2 | 0.4 | 32 | 19 | 13 | 1 | 22 | -4
- O=C(COc1ccccc1)Nc1cccc(-c2nnc(-c3ccccc3)o2)c1
    20 | 0 | 3.4 | -75 | 3 | 26 | 1 | 3 | 1
- Clc1cccc(CSc2ncn(-c3ccccc3)n2)c1
    38 | 10 | 5.4 | 3 | 7 | 17 | 0 | 37 | 5
- CC(C)(C)c1ccc(S(=O)(=O)N2CCN(c3ccccn3)CC2)cc1
    7 | 1 | 0.6 | 24 | -11 | 5 | 0 | -2 | -4
- Cc1c(NC(=O)C(C)Sc2n[nH]c(N)n2)c(=O)n(-c2ccccc2)n1C (stereo not given)
    0 | -8 | -0.2 | 14 | -5 | 6 | -2 | -2 | 2
- Cc1ccccc1OCCNc1cc(N2CC(C)NC(C)C2)ccc1[N+](=O)[O-] (stereo not given)
    29 | -33 | 1.9 | 80* | 22 | 18 | 8 | 3 | 5
- O=C(CCNC(=O)c1ccc(Cl)cc1)Nc1ccccc1N1CCCC1
    22 | -3 | 0.4 | -5 | 23 | 5 | -6 | 16 | 0
- CC(C)c1nc(C#N)c(N2CCOCC2)o1
    2 | 0 | -0.6 | 10 | -3 | -6 | -3 | 16 | -1
- O=C(c1ccccc1Cl)N1CCn2c1nc1ccccc12
    -16 | -2 | -0.5 | -11 | 7 | 2 | 1 | -1 | 0
- COc1ccc(C(=O)NCCc2nnc3ccc(SCC(=O)Nc4cc(C)on4)nn23)cc1
    5 | -2 | -0.3 | -20 | 17 | 5 | -4 | 15 | -4
- CC(C)CNC(=O)c1ccccc1NC(=O)c1ccc(CSc2ccccc2)cc1
    7 | 6 | -0.8 | 37 | -41 | -8 | -3 | -10 | 2
- CCSc1nnc(-c2ccc(S(=O)(=O)N3CCCC3)cc2)n1C
    1 | 1 | -2.4 | 13 | 7 | -31 | -5 | -9 | -2
- O=C(NCC1CCCO1)c1ccc2c(=O)n(CC3CCCO3)c(=S)[nH]c2c1 (stereo not given)
    19 | 2 | -2.0 | 1 | 13 | 1 | 2 | 14 | -1
- Cc1cccc(C)c1OCCN1CCOCC1
    5 | 0 | 0.6 | 22 | 12 | -5 | -5 | 1 | 6
- CCC(=O)c1ccc(OCC(=O)OCC(=O)Nc2sccc2C(N)=O)cc1
    15 | -3 | 0.0 | -24 | 15 | 6 | 0 | -2 | 0
- COC(=O)c1cc(NC(=O)c2cccnc2)cc(C(=O)OC)c1
    -1 | -3 | -0.6 | 26 | 16 | 7 | -1 | 13 | -1
- Cc1cc(C)nc(/N=c2/ssnc2Cl)c1
    44 | 1 | 14 | 34 | 91* | 77* | 1 | 81* | -5
- O=C(O)c1cccc(CN2C(=O)S/C(=C/c3ccccc3[N+](=O)[O-])C2=O)c1
    5 | 2 | -0.5 | 12 | 3 | -8 | 6 | 1 | -3
- CCOC(=O)N1CCC(NC(=O)c2cc3c(=O)[nH]c4ccccc4c3n2C)CC1
    23 | -2 | 1.1 | 19 | 5 | 12 | 0 | 0 | 3
- O=C(Nc1ncc([N+](=O)[O-])s1)C1COc2ccccc2O1 (stereo not given)
    36 | -13 | 2.3 | 24 | 18 | 17 | -3 | 24 | -1
- COc1ccccc1NC(=O)C(CC(C)C)NC(=O)C1CCCCC1 (stereo not given)
    11 | -1 | -2.5 | 21 | 7 | 17 | -6 | 23 | -4
- Cc1c(Br)c([N+](=O)[O-])nn1C(C)C(=O)NCC1CCCO1 (stereo not given)
    3 | -1 | -0.1 | 2 | 6 | 6 | -6 | 12 | -2
- Cc1nc(NC(=O)c2ccccc2)sc1-c1csc(NCCc2ccccc2)n1
    20 | -3 | 6.8 | 10 | 25 | 23 | 2 | 29 | 6
- C=CCn1c(SCc2cc(C(=O)OC)c(C)o2)nnc1-c1ccncc1
    -7 | -1 | 2.2 | -7 | 21 | 13 | 1 | 16 | -4
- O=[N+]([O-])c1ccc(N/N=C/c2cn(-c3ccccc3)nc2-c2ccccc2)cc1
    25 | 41* | 4.4 | 57* | -10 | 10 | -3 | 8 | 2
- Cc1ccc(/C=C/S(=O)(=O)Nc2ccc(C)cc2)cc1
    31 | -2 | 4.4 | 2 | 9 | 9 | -2 | 8 | -2
- CN(C)CCCN(C(=O)c1cccc(N2C(=O)CCC2=O)c1)c1nc2cc3c(cc2s1)OCO3
    -16 | 2 | 0.5 | 2 | 13 | 1 | 0 | -10 | 2
- COc1ccc2nc(N3C(=O)CC(C(C)c4ccccc4)C3=O)sc2c1 (stereo not given)
    -5 | 9 | 1.5 | 4 | 24 | 15 | -1 | -4 | 1
- CN(Cc1nc2ccccc2c(=O)[nH]1)C(=O)c1ccccc1OCc1ccc(Cl)cc1
    11 | 1 | -0.8 | 23 | 0 | -19 | -4 | 7 | 0
- COc1ccc(C)cc1NC(=S)NC12CN3CN(CN(C3)C1)C2
    11 | nt | 5.0 | -16 | 3 | 5 | -3 | -4 | 6
- CCCCOC(=O)Nc1nccs1
    21 | 1 | 2.5 | 15 | 11 | 8 | -5 | 2 | 3
- CC1Sc2ccc(S(=O)(=O)NCCc3ccc(S(N)(=O)=O)cc3)cc2NC1=O (stereo not given)
    0 | -3 | 2.0 | -18 | 4 | 12 | -1 | -6 | 2
- COCCn1c(SCC(=O)Nc2cc(C)on2)nc2c(c1=O)SCC2
    -5 | -1 | 0.0 | 15 | 16 | 14 | 11 | 7 | 2
- Cc1cccc(C(=O)Nc2nnc(-c3ccncc3)o2)c1
    -11 | 1 | -0.9 | -16 | 8 | -6 | -1 | 10 | 0
- O=C1Nc2cc(Cl)c(Cl)cc2N(O)N1c1cc(Cl)cc(Cl)c1
    0 | 6 | -1.4 | -9 | 0 | -4 | -6 | -4 | -2
- COc1cc(CCCN2C(N)=NC[C@H]2Cc2ccc(O)cc2)cc(OC)c1OC
    7 | 1 | 2.6 | 2 | 9 | 8 | 2 | -16 | 2
- COc1ccc(C(=O)OC(C)C(=O)NC(C)CCc2ccccc2)cc1OC (stereo not given)
    6 | -1 | -1.6 | -5 | 16 | 18 | -3 | 11 | -5
- N#C/C(=N\Nc1cc(Cl)cc(Cl)c1)c1nnc2n1CCCCC2
    11 | -5 | 1.3 | 23 | 13 | 41* | -8 | 35 | 3
- COc1cc(S(=O)(=O)NCc2cccnc2)c(OC)cc1Br
    10 | 0 | 0.4 | 24 | -1 | 3 | -1 | 7 | -1
- O=[N+]([O-])c1ccc(N2CCCC2)nc1N1CCCC1
    40 | 1 | 0.6 | -12 | 5 | -3 | 0 | -15 | 0
- CCOC(=O)[C@H]1[C@H]2COc3ccc(Br)cc3[C@@H]2N2C(=O)[C@H](C)NC(=O)[C@@]12C
    2 | -1 | 1.6 | -13 | -5 | 4 | -2 | -10 | 2
- N#Cc1c2n(c(=S)n(-c3ccc(OC(F)F)cc3)c1=O)CCCCC2
    17 | 0 | -2.0 | 7 | 15 | 4 | 0 | 18 | 3
- CCN(c1ccccc1)S(=O)(=O)c1cc(C(=O)Oc2ccc3c(C)cc(=O)oc3c2)ccc1C
    -4 | -4 | 3.0 | 11 | 9 | 32 | -6 | 6 | -2
- COc1ccc(C(C)=O)cc1COc1cccc2cccnc12
    32 | -5 | 1.0 | 5 | 30 | -2 | 0 | 1 | -3
- CCOC(=O)NC(=O)COC(=O)c1ccc(O)cc1
    3 | 1 | -1.2 | 6 | -6 | -1 | -1 | 1 | -1
- O=C(Cc1ccc(F)cc1)N/N=C/c1ccc(-c2ccc(Cl)c(C(=O)O)c2)o1
    9 | 1 | 0.4 | -5 | 4 | 7 | -3 | -2 | 4
